Screens (PubChem BioAssay)
INS promoter inh – inhibitors of insulin promoter-driven GFP, primary screen, imaging, TRM-6 cells (human fetal islet line), eGFP reporter, cell count. reporter expression induced with tamoxifen. hit rate 0.9% among 130,000. inhibition, % at 2 µM;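 active = inhibition above the mean plus 3 SD, with well images judged a real hit on visual review, cut at about 60% in these data, passing the limit was not always enough; inconclusive = inhibition over the cutoff but images rejected on review; inactive = inhibition not above the cutoff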
sdo1 growth – growth rescue of sdo1-depleted yeast, primary screen, S. cerevisiae, bone marrow failure model; S. cerevisiae sdo1-depleted JHY4D growth rescue, OD600 30 h; active compounds read high; pdr5 snq2 efflux-pump mutant strain; z-score at 10 µM; hit rate 0.21% among 140,000; AID 817, 2007;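 active = z-score above 3 at both the 24 hr and the 30 hr optical density reads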;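 also: z-score against mean and SD of all compound wells on the same plate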
sdo1 growth Rescue 24 h – recorded beside sdo1 growth, whose call it bears; z-score; S. cerevisiae sdo1-depleted JHY4D growth rescue, OD600; measured here: growth rescue at 24 h;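 0 is the plate mean of compound wells and units are plate SD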
Numbers without * were called inactive; i = inactive; u = inconclusive; x = not tested or not shown. Only part of the results is shown (hit frequency here may not be typical).

Molecule	INS promoter inh	sdo1 growth	sdo1 growth Rescue 24 h
CC1CCN(S(=O)(=O)c2ccc(S(=O)(=O)N3CCC4(CC3)OCCO4)cc2)CC1	x	-1.27	-0.74
Cc1ccc(CNC(=O)CCNC(=O)Cn2ccc3ccccc3c2=O)o1	x	0.37	0.08
Nc1nc2c(s1)C(=O)CC(c1ccccc1)C2 (configuration not stated)	-17.4	1.95	2.63
Cc1nnc(Sc2c(N)n(C)c(=O)[nH]c2=O)s1	-16.3	0.07	-0.57
OCC#CCSc1nnc(-c2ccc(Br)cc2)o1	0.0	0.78	-0.56
CCN(CC)S(=O)(=O)c1cccc(-c2nnc(-c3ccc(C)cc3)o2)c1	10.7	-0.55	0.29
CC(Sc1nc(-c2ccccc2)cc(C(F)(F)F)n1)C(=O)Nc1sc2c(c1C#N)CCC2 (configuration not stated)	20.8	-0.46	-0.16
O=c1cc(O)c2c(=O)n(Cc3ccccc3)c3ccccc3c2o1	33.3	x	x
COc1ccccc1CNC(=O)c1ccc(-c2ccccc2Cl)o1	-59.1	-1.94	-0.83
Cc1ccc(-c2noc(CCC(=O)N3CCCc4ccccc43)n2)cc1	-53.5	-1.08	-1.23

Shown with values under each structure: entries from further up
Each structure is followed by: INS promoter inh	sdo1 growth	sdo1 growth Rescue 24 h
OCC#CCSc1nnc(-c2ccc(Br)cc2)o1
→ 0.0	0.78	-0.56
CCN(CC)S(=O)(=O)c1cccc(-c2nnc(-c3ccc(C)cc3)o2)c1
→ 10.7	-0.55	0.29

Continuation.
Molecule	INS promoter inh	sdo1 growth	sdo1 growth Rescue 24 h
CSc1ccccc1NC(=O)c1cnc2scc(C)n2c1=O	-14.3	0.61	1.45
CCOC(=O)CSc1nc2ccccc2n1CC(=O)N(C(C)C)C(C)C	x	-1.26	-0.7
Cc1ccccc1N(CC(=O)NCC1CCCO1)C(=O)C1(C)CC(=O)N=C2C=CC=CN21 (configuration not stated)	3.7	0.01	-0.67
COc1ccc(OC)c(N2C(=O)CC(C(C)c3ccccc3)C2=O)c1 (configuration not stated)	-44.4	-0.79	-1.09
CC(C)(C)NC(=O)c1cc([N+](=O)[O-])ccc1N1CCCCC1	x	-0.33	0.14
O=C(CC(NC(=O)C(F)(F)F)c1ccccc1)Nc1nnc(CCc2ccccc2)s1 (configuration not stated)	22.6	-0.87	-1.18
COc1ccc(CNC(=O)NC(C)(C)c2cccc(C(C)(C)NC(=O)NCc3ccc(OC)cc3)c2)cc1	-35.3	1.3	1.76
O=C(NCc1ccccc1)c1cc(-c2ccco2)on1	u	1.89	2.3
COc1ccc(CNC(=O)CSc2nc(-c3ccccc3)cc(-c3cccs3)c2C#N)cc1	8.3	-0.16	1.79
CC(C)(C)C(=O)N1CCN(c2c(Cl)cccc2[N+](=O)[O-])CC1	-34.8	-0.83	-1.24
CC(Sc1nnnn1-c1ccc(Cl)cc1)C(=O)NCC(=O)Nc1ccc(F)c(F)c1F (configuration not stated)	-46.7	-0.1	0.44
S=C(NC1CCCCC1)c1ccc2c(c1)OCO2	28.6	0.46	0.01
N#C/C(=C\c1cccnc1)C(=O)Nc1ccccc1	57.1	0.05	-1.13
O=C(OCc1cc(-c2ccccc2)no1)c1ccc2ccccc2n1	x	-1.75	-0.09
CCOc1ccc(-c2nnc(N(CC)C(=O)C3CCC3)s2)cc1	19.4	-1.62	-1.5
Cc1ccc(Nc2nc(N)nc(CSc3nc4ccccc4s3)n2)cc1	-20.0	-1.77	-0.72
COc1cc(/C=N/NC(=O)Nc2ccccc2)ccc1OC(C)=O	21.9	0.75	0.47
Cc1ccc(C(=O)NC(=S)Nc2ccccc2N2CCCC2)cc1[N+](=O)[O-]	0.0	-0.7	0.19
CCN(CC)S(=O)(=O)c1ccc(/C=C/C(=O)Nc2ccc(Br)cc2F)cc1	26.3	-1.22	-1.09
CCN(CC)S(=O)(=O)c1cccc(C(=O)OCC(=O)C23CC4CC(CC(C4)C2)C3)c1	0.0	0.47	0.04
Cc1cc(C)cc(OCC(=O)Nc2cccc(-c3nnc(-c4ccco4)o3)c2)c1	35.5	-1.46	-0.91
COc1ccc(/C=c2\s/c(=C(/C#N)C(=O)NCc3ccco3)n(-c3ccccc3)c2=O)cc1	32.0	-0.19	1.15
CCOC(=O)C1=C(C)NC(=O)NC1c1c(C)nn(-c2ccccc2)c1Cl (configuration not stated)	x	1.14	0.89
CCN(CC)Cc1c(C(=O)OC(C)C)nnn1-c1nonc1N	x	1.34	1.48
Cc1ccc(C(=O)N/N=C\C=C\c2ccc(Br)cc2)cn1	-15.0	x	x
N#Cc1c(N)sc2c1CCN(C(=O)OCc1ccccc1)C2	x	-1.57	-1.57
CCOC(=O)c1c(C)[nH]c(C)c1C(=O)COC(=O)CNC(=O)c1ccc(OCC)cc1	0.0	-0.07	-0.44
NS(=O)(=O)c1ccc(CNC(=O)Cc2c(F)cccc2Cl)cc1	25.6	x	x
CCCCNc1nc2c(c(=O)[nH]c(=O)n2C)n1CCOc1ccccc1	42.4	0.34	0.78
Cc1cccc(N2C(=S)NC3c4ccccc4OC2(C)C3C(=O)N(C)C)c1 (configuration not stated)	35.7	x	x
Cc1cccc(NC(=O)C2CCN(S(=O)(=O)c3cccc4cccnc34)CC2)n1	x	-1.05	-1.38
Cc1sc(NC(=O)c2ccccc2)c(C(c2ccccn2)N2CCN(CCO)CC2)c1C (configuration not stated)	32.3	0.77	0.08
O=C(O)CCCCCNc1ccc2nsnc2c1[N+](=O)[O-]	x	1.27	0.68
COc1cc(NC(=O)c2cccc(Cl)c2)ccc1NC(=O)c1cccs1	33.3	x	x
CNc1nc(C)c(C(=O)c2ccc(Cl)cc2)s1	-28.6	0.86	-0.51
CCCCCCC(=O)N=Nc1c(O)[nH]c2ccc([N+](=O)[O-])cc12	14.8	-0.58	-0.33
COc1ccc(N2CCN(Cc3cc(=O)oc4ccc5ccccc5c34)CC2)cc1	50.0	-1.2	-0.55
Cc1ccc2oc(-c3cccc(NC(=S)NC(=O)/C=C/c4ccco4)c3)nc2c1	x	-1.87	-0.69
COc1ccc(C(=O)c2ccc(OC)c3cccc(O)c23)cc1OC	-10.0	-1.59	-1.68
CCCC1CCC(C2=N/C(=C\c3ccc(OC)c(OC)c3)C(=O)O2)CC1 (configuration not stated)	40.0	-1.89	-1.01
CCOC(=O)c1c(NC(=O)COc2ncnc3ccccc23)sc(C)c1CC	x	-0.14	0.53
CCc1ccc(OCCNC(=O)c2ccc(S(=O)(=O)N(C)C)cc2)cc1	25.0	0.86	1.01
Cc1cc(C)nc(-n2ncc3c2CC(c2ccccc2C)CC3=O)n1 (configuration not stated)	6.1	1.06	0.13
CCSc1nnc(NC(=O)Cc2ccc(OC)c(OC)c2)s1	11.4	0.18	-0.42
CCOC(=O)c1c(/N=C/N(C)C)sc(/C=N/Nc2ccccc2)c1-c1ccccc1Cl	x	-0.74	-0.85
N#CC(c1ccc(F)cc1)c1ccc(C(=O)c2ccccc2)cc1 (configuration not stated)	-9.4	-1.17	-1.29
COc1cccc(OCCCCCCN2CCOCC2)c1	-31.0	-1.66	-0.58
O=C(/C=C/c1ccc([N+](=O)[O-])s1)N1CCCCC1	-327.8	x	x
Cc1cccc(NC(=O)CCC(=O)N/N=C/c2ccco2)c1	-12.5	0.32	0.04
C=CCNC(=O)CC(C)C(CCCCC)C(=O)O (configuration not stated)	-18.2	0.38	-0.95

The list goes on.
Molecule	INS promoter inh	sdo1 growth	sdo1 growth Rescue 24 h
CN(c1ccccc1)c1ccc(/C=C/[N+](=O)[O-])cc1	x	-2.37	-2.15
Cc1cc(C)nc(SCC(=O)Nc2ccc(S(=O)(=O)N3CCCCC3)cc2)n1	-6.7	-0.59	-0.53
CC1C(=O)Nc2ccccc2N1C(=O)c1ccccc1 (configuration not stated)	13.3	x	x
COc1cc(/C=N/NC(=O)c2cccs2)ccc1OCc1ccccc1	-58.3	-0.54	-0.44
Cc1nn(-c2ccccc2)c(C)c1C(=O)OCC(=O)N1CC(=O)Nc2ccccc21	92.9*	0.86	0.35
Cc1cccc(C)c1NC(=O)CSc1nnc(C)n1-c1ccccc1	11.6	0.08	-0.25
Cc1ccc(-n2c(SCC(=O)NCC3CCCO3)nc3c(c2=O)SCC3)cc1 (configuration not stated)	34.6	0.83	1.2
Cc1cccc(-c2cc3nc4c(c(N5CCOCC5)n3n2)CCCC4)c1	-33.3	-0.9	-0.32
Cc1nnc(-c2ccc(Oc3ccc(C)c(C)c3)c([N+](=O)[O-])c2)o1	-21.1	0.17	0.72
C=CCOc1cccc(C2C(C(=O)c3ccco3)=C(O)C(=O)N2Cc2ccncc2)c1 (configuration not stated)	i	0.2	-0.26
Cc1cc2c(cc1C)NC(c1nc3ccccc3[nH]1)C1=C(CC(C)(C)CC1=O)N2 (configuration not stated)	-36.1	0.3	0.05
Cc1ccc(/C=C/C(=O)N2CCN(c3cccc(C(F)(F)F)c3)CC2)cc1	x	0.5	2.22
O=[N+]([O-])c1nn(-c2ccc3c(c2)OCCO3)n(O)c1=NCCCO	2.3	-0.2	-0.18
CN1CCN(c2ccccc2NC(=O)c2ccc(Br)o2)CC1	-331.2	-0.26	-1.02
Cc1ccccc1Cn1c(-c2cncs2)nc2ccccc21	0.0	-0.75	0.21
Cc1ccc(SCc2cc(-c3ccc(Cl)cc3)no2)cc1	x	-0.52	-0.73
CCOC(=O)c1c(C)nc2cc(C)cc(C)n12	0.0	x	x
CC(=O)NC(=S)Nc1ccc(S(=O)(=O)N2CCOCC2)cc1	0.0	x	x
COC(CNC(=S)Nc1ccc([N+](=O)[O-])cc1)OC	11.1	-0.66	-1.28
COc1ccc2c(c1OC)C(=O)N(c1cccc(C(F)(F)F)c1)C2	x	-1.42	-1.67
CC(=O)Nc1ccc(OCC(=O)NC(C)c2ccc(F)cc2)cc1 (configuration not stated)	16.7	x	x
O=C(CN(C(=O)CCC(=O)Nc1nccs1)c1ccc(F)cc1)NCc1ccco1	x	0.09	-0.76
Cc1ccnc(NC(=O)Cn2cc([N+](=O)[O-])cn2)c1	47.1	x	x
CC1(C)CC1C(=O)Nc1ccc([N+](=O)[O-])cc1Br (configuration not stated)	35.3	1.07	0.57
O=C(Nc1ccccc1N1CCOCC1)c1cnccn1	-7.0	0.81	0.58
CCn1c(SCC(=O)NCc2cccs2)nnc1-c1ccco1	x	1.53	1.01
CCOC(=O)C1=C(COc2ccc(F)cc2Cl)NC(=O)NC1c1cc(C)ccc1C (configuration not stated)	x	-0.93	-0.32
CC(C)C(=O)Nc1nc(-c2ccccc2)ns1	-228.6	-1.03	-2.13
O=C1CSC(c2ccccc2F)N1c1ccccc1 (configuration not stated)	-386.7	0.44	-0.02
CCN(CC)S(=O)(=O)c1ccc2c(c1)nc(CCC(=O)Nc1cccc(C(F)(F)F)c1)n2CC	-34.3	0.6	0.81
Cc1cc(C(=O)Nc2ccc(S(=O)(=O)Nc3onc(C)c3C)cc2)cs1	-13.3	-0.51	-1.7
CCc1nc(Nc2ccc3c(c2)OCCO3)c2oc3ccccc3c2n1	85.7*	-0.61	0.06
CCOC(=O)COc1ccc(C)cc1-c1ccno1	-17.9	0.69	0.52
N/C(=N\S(=O)(=O)c1ccc(Cl)s1)c1ccccc1	x	0.09	-1.05
CCOC(=O)c1ccc2nc(C)cc(Nc3cccc(C(=O)O)c3)c2c1	46.3	1.87	1.13
CCCCN(C(=O)c1c(C)[nH]c(C(=O)OCC)c1C)c1ccccc1	-116.7	-1.02	-0.76
COC(=O)c1nn(C23CC4CC(CC(C4)C2)C3)c2c1C(=O)N(c1ccc(F)cc1)C2=O	x	-1.1	-0.76
COc1ccc(C(=O)NNC(=O)c2cc3cccc(OC)c3oc2=O)cc1	-7.7	x	x
CCOc1ccccc1-n1nnnc1SCC(=O)Nc1cc2oc3ccccc3c2cc1OC	20.0	-2.04	-0.52
CC(=O)c1cc(C#N)c(SCc2ccc(F)cc2)nc1C	-9.4	-1.38	0.01
CC(C)CCNC(=O)C(c1cccnc1)N(CCc1ccccc1)C(=O)Cn1nnc2ccccc21 (configuration not stated)	40.0	-0.43	0.25
CCOc1cc(Cl)c(S(=O)(=O)NCc2ccccn2)cc1Cl	-10.7	-0.6	-0.9
CN1CCN(C(=O)c2ccc3ccccc3c2)CC1	x	0.63	0.04
Cc1nnc(NC(=O)CSc2ncn(-c3ccccc3)n2)s1	0.0	x	x
